High-throughput results: PubChem, National Center for Advancing Translational Sciences (NCATS)
G9a inh – inhibitors of human histone lysine methyltransferase G9a; G9a H3K9 monomethylation, AlphaScreen, 2 h; 350,000 tested, 8.8% active; Q96KQ7; Potency, µM (highest dose often 102 µM), for inactives: top-dose activity, negative = inhibition, hits mostly inhibitors; also: potency is read from the fitted curve at half-maximal effect; % is scaled to controls: 0 for no effect and ±100 for the full control effect; nearly all actives have a fitted effect of over 75% in size
Target sequence (Q96KQ7 913-1193 limits assumed): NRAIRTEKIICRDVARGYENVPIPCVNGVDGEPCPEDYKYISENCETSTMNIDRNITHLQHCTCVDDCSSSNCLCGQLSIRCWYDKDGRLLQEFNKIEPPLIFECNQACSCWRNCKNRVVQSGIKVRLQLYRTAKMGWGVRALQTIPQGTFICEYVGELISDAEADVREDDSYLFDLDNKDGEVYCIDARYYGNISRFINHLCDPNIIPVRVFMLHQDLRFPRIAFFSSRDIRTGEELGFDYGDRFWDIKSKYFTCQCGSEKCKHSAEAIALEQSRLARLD
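Using a bead-based AlphaScreen, monomethylated H3K9 product from 2 h room-temperature reactions (G9a 20 nM, peptide 500 nM, SAM 20 uM) was detected with 0.5 ug/mL rabbit anti-H3K9me1 antibody.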
Pin1 inhibitor – human Pin1 inhibition; Q13526; Pin1 FP peptide displacement, HiFluor488, 10 min; Potency, µM (titrated, usually from 115 µM), for inactives: top-dose activity, negative = inhibition, actives largely listed as inhibitors; 390,000 tested, 0.009% active; AID 504891; active = well fitted inhibition curve with a large enough effect in the polarisation, with a control signal flat, not every such curve was filed as active; inconclusive = small, poorly fitted or top-dose-only effect, or effect the other way, or a change in a side signal; inactive = no such curve, though single readings can be large or run the other way; the % refers to the polarisation; also: potency is read from the fitted curve at half-maximal effect; % is scaled to controls: 0 for no effect and ±100 for the full control effect
Target sequence (Q13526 whole entry, looked up): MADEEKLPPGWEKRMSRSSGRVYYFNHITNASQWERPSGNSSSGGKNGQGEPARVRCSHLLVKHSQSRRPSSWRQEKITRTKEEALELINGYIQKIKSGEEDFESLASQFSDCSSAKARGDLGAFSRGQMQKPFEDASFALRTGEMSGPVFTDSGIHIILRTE
ERG Ets-DNA blk – inhibitors of human ERG Ets domain-DNA interaction | P11308 | AID 624246 | fluorescence polarization, His-ERG Ets domain / labelled DNA | 370,000 tested, 0.028% active | Potency, µM (titrated, usually from 76.9 µM), for the others: at the highest dose FP activity, negative = inhibition, usual class: inhibitors; active = well fitted inhibition curve with a large enough effect in the polarisation, with a control signal flat; inconclusive = small, poorly fitted or top-dose-only effect, or effect the other way, or a change in a side signal; inactive = no such curve, though single readings can be large or run the other way; the % refers to the polarisation;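 also: polarization taken with two DNA probes labelled with fluorescein and Texas red; potency is read from the fitted curve at half-maximal effect; % of control where 0% means no effect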
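His-tagged ERG Ets domain (1 uM in the protein solution; 300mM KCl, 50mM Tris-HCl, 1mM EDTA, 1mM DTT, pH 7.5) received compound, then a probe mix of 5 nM fluorescein-DNA and 100nM Texas-615-DNA. Fluorescence polarization was read for both dyes.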
PI4K2A inh – inhibitors of human PI4K2A; activity change, negative = inhibition, % at 76.9 µM; Q9BTU6; 420,000 tested, 0.13% active; purified PI4K2A, ADP-Glo luminescence, 1 h; hits give low values; in the data active = activity change below about -50%; inconclusive = mostly about -30% to -49%;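 also: -100% = wells without enzyme as full effect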
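PI4K2A activity was measured by ADP-Glo luminescence: enzyme (4 ug/mL stock) and phosphatidylinositol (1.2 mM stock) in Tris pH 7.5/MgCl2/EGTA/Triton X-100 buffer were reacted with ATP (300 microM stock) for one hour at ambient temperature.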
JMJD2A Tudor – inhibitors of human JMJD2A Tudor domain. O75164. AlphaScreen JMJD2A-Tudor / H3K4me3 peptide binding. Potency, µM (top dose mostly 114 µM), inactives show top-dose activity change, negative = inhibition, usual class: inhibitors. 390,000 tested, 4.4% active. AID 504339; also: potency is read from the fitted curve at half-maximal effect; % is scaled to controls: 0 for no effect and ±100 for the full control effect; nearly all actives have a fitted effect of over 50% in size
BAZ2B inh – blocks human BAZ2B | Q9UIF8 | 360,000 tested, 4.4% active | Potency, µM (top dose mostly 114 µM), for the others: at the top dose activity change, negative = inhibition, usual class: inhibitors | AlphaScreen BAZ2B-H3K14Ac peptide displacement; also: potency is read from the fitted curve at half-maximal effect; % is scaled to controls: 0 for no effect and ±100 for the full control effect; nearly all actives have a fitted effect of over 60% in size
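Compounds, titrated to a top concentration of 110 uM, were incubated 30 min at room temperature with preformed BAZ2B/acetyl-K14 H3 peptide complex (50 nM each). Proximity signal was measured by AlphaScreen after 20 min with beads.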
GLS inhibitor – inhibitors of human glutaminase (GLS). GLS enzymatic activity, qHTS titration. O94925. Potency, µM (doses to about 45.5 µM), for inactives: at the highest dose activity change, negative = inhibition, hits mostly inhibitors. 410,000 tested, 0.21% active; also: potency is read from the fitted curve at half-maximal effect; % is scaled to controls: 0 for no effect and ±100 for the full control effect
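Coupled fluorescence readout: glutamate oxidase/HRP/Amplex Red detect glutamate formed by hKGA from L-glutamine (1 mM solution added). Buffer 45 mM KH2PO4 pH 8.2, 0.02% Tween-20; reads at t0 and 30 min RT.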
HP1b chromo inh – HP1-beta chromodomain-methylated histone interaction inhibition; AlphaScreen HP1-beta / biotin-H3K9me3 peptide binding; Potency, µM (titrated, usually from 114 µM), without a hit: at the highest dose activity change, negative = inhibition, most hits filed as inhibitors; 390,000 tested, 0.56% active; AID 540317; also: potency is read from the fitted curve at half-maximal effect; nearly all actives have a fitted effect of over 70% in size; inactives centre near 23
Target sequence (P83916 whole entry, looked up): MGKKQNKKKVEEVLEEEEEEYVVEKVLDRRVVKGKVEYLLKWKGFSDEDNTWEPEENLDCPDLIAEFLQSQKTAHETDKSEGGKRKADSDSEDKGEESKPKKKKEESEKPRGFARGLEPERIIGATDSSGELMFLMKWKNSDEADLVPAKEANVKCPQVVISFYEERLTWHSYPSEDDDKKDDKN
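Compound inhibition of the preformed complex between 50 nM HP1-beta and 50 nM biotinylated H3K9me3 peptide was read by AlphaScreen. Buffer was PBS pH 7.4 with 0.01% Tween-20. Incubations ran 30 min at room temperature, with 10 ug/mL donor/acceptor beads.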
Tb PGK inh – blocks T. brucei phosphoglycerate kinase. P07378. PGK/GAPDH coupled, Kinase-Glo luminescence, 60 min. Potency, µM (doses to about 57.5 µM), for the others: at the highest dose activity change, negative = inhibition, most hits filed as inhibitors. 380,000 tested, 0.043% active; also: potency is read from the fitted curve at half-maximal effect; % is scaled to controls: 0 for no effect and ±100 for the full control effect; nearly all actives have a fitted effect of over 60% in size
Target sequence (P07378 whole entry, looked up): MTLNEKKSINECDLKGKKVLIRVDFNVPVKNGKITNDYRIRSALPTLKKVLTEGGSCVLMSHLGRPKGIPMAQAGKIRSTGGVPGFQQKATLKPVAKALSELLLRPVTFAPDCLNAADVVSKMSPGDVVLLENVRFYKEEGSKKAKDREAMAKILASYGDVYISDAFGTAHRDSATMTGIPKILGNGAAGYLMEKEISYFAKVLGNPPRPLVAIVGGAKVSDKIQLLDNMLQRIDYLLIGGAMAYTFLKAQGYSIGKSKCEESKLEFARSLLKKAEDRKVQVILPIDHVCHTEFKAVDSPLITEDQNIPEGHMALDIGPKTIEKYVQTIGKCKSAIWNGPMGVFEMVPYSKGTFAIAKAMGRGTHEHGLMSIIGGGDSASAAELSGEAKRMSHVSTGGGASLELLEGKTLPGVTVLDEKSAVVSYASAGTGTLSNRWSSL
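Luminescent ATP detection (Kinase-Glo Plus) follows a 60-minute room-temperature incubation, with wells lacking PGK as controls. Buffer: 100 mM TEA (pH 7.6), 5 mM MgCl2, 0.01% Tween-20. Coupling enzyme GAPDH (100 nM final) supplies unstable 1,3-BPG in-well.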
An asterisk follows results filed as active; i = inactive; ? = inconclusive; . = not tested or not shown; & = joins results of further samples; [ ] = remark or other dose. Unless noted, calls follow the shape of the dose curve; as a rule, active = well fitted curve in the direction sought with a large enough effect; inconclusive = small, poorly fitted or top-dose-only effect, or another doubt; inactive = no such curve, though single readings can be large; an effect the other way counts as inactive or inconclusive.

SMILES | G9a inh | Pin1 inhibitor | ERG Ets-DNA blk | PI4K2A inh | JMJD2A Tudor | BAZ2B inh | GLS inhibitor | HP1b chromo inh | Tb PGK inh
O=C(NCc1ccc2c(c1)OCO2)c1ccc(CS(=O)Cc2ccc(Cl)cc2)o1 (stereo unspecified) | -5% | -4% | 1% | -2 | -20% | -18% | -6% | 14% | i
O=C(COC(=O)c1ccc([N+](=O)[O-])o1)NCCCc1ccccc1 | . | -15% | 4% | -4 | -25% | . | -14% | 32% | -1%
CCN(CC)c1ccc(NC(=O)CN(C)Cc2cccs2)cc1 | 8.9µM* | -3% | -13% | -1 | 40µM* | 32µM* | -1% | 45µM* | -1%
Cc1nnc(SCC(=O)NC(C)c2ccccc2)[nH]c1=O (stereo unspecified) | ? | -4% | 2% | 0 | -31% | ? | 5% | 35% | -3%
CCOC(=O)c1snc2c(=O)[nH]cnc12 | 3% | 2% | 1% | -1 | 0% | 9% | 0% | 11% | i
Cc1onc(-c2c(F)cccc2Cl)c1C(=O)N1CCCC1 | 6% | ? | 0% | 1 | -6% | 1% | 1% | 18% | -8%
COc1ccc(CCNC(=O)CCc2cc(OC)c(OC)c(OC)c2)cc1 | 3% | 4% | 5% | 4 | 7% | -2% | -8% | 59%[activator] | .
COc1ccccc1N1CCN(C(=O)C2CCN(C(=O)c3ccccc3C)CC2)CC1 | 8% | 2% | 6% | -6 | -8% | -19% | 10% | 15% | -13%
COCCNC(=O)Cn1c(=O)n(CCCC(=O)NCc2ccc3c(c2)OCO3)c(=O)c2sccc21 | -4% | -2% | ? | 2 | -29% | 2% | 0% | 8% | -3%
O=P(c1ccccc1)(c1ccccc1)c1nc(-c2ccccc2)oc1N1CCOCC1 | 0%[59 µM] | -4% | 2% | 1 | -20% | ? | 0% | -3% | -6%
CC(CCc1ccccc1)NC(=O)CN1C(=O)NC2(CCCCC2)C1=O (stereo unspecified) | -1% | 6% | 11% | 2 | -6% | . | 2% | 34% | i
COc1ccc(C(=O)CN2C(=O)NC3(CCCCCC3)C2=O)c(OC)c1 | -37% | -6% | -3% | -3 | -1% | 2% | 0% | 23% | 0%
CCn1c(CN2CCCCC2)nc2cc(NC(=O)COc3cc(C)ccc3C(C)C)ccc21 | ? | -1% | -9% | 2 | ? | ? | -16% | 9% | -4%
CCOC(=O)CC1COCCN1C(=O)CCc1nnc(-c2ccsc2)o1 (stereo unspecified) | -6%[12.7 µM] | -7% | -9% | 8 | 6% | -24% | 13% | 19% | 16%
COc1ccc(C(C)(C)C)cc1NC(=O)c1ccc2ncsc2c1 | -43% | -5% | -16% | 2 | 6% | -20% | -22% | 55%[activator] | -3%
O=C1NC(Cc2ccc(O)cc2)c2nc3ccc(F)cc3c(=O)n2-c2cc(Cl)ccc21 (stereo unspecified) | . | -6% | -6% | -2 | ? | . | 2% | 25% | i
CCCc1nnc(NC(=O)CCC(=O)N2CCN(Cc3ccccc3)CC2)s1 | . | -24% | 15% | 1 | -11% | -2% | 5% | 41%[activator] | 1%
Nc1c(S(=O)(=O)c2cccc(Cl)c2)c2nc3ccccc3nc2n1CCN1CCOCC1 | ? | 3% | 0% | -7 | 13% | -2% | -1% | 25% | -4%
Cc1nc2ccc(S(=O)(=O)N(C)CC(=O)N3CCc4ccccc43)cc2s1 | 2% | -2% | 4% | 10 | -14% | 2% | 18% | 31% | 8%
CCCC(C)NC(=O)c1ccccc1SC (stereo unspecified) | . | -3% | 4% | 0 | -2% | 7% | 1% | 34% | -2%
CCOC(=O)/C=C(\C)Sc1cc(=O)oc2ccccc12 | 14%[59 µM] | 1% | -9% | 1 | -8%[57.1 µM] | 27% | 2% | 107%[activator] | i
O=C(NNC(=O)c1ccccc1Cl)c1csc(N2CCOCC2)n1 | 7% | -1% | 6% | 5 | -7% | 10% | 13% | 23% | -9%
Cc1cc(OCC(=O)Nc2ccccc2F)nc(C(C)C)n1 | 11%[12.7 µM] | -5% | -9% | -8 | -1% | -6% | 1% | 31% | .
CN1C(C(=O)Nc2cccc(O)c2)=CC(c2cccs2)=NS1(=O)=O | 6% | 1%&1% | 24%&3% | 4&-1 | -26%&-30% | ? | 4%&-7% | 6%&-1% | -9%&7%
CC(C)CCN1CCN(C2CCN(c3ccccc3)CC2)CC1CCO (stereo unspecified) | -43% | -11% | 23% | 2 | -23% | 0% | 30% | 18% | -5%

Continued; it opens with the 2 that closed the last part.
SMILES | G9a inh | Pin1 inhibitor | ERG Ets-DNA blk | PI4K2A inh | JMJD2A Tudor | BAZ2B inh | GLS inhibitor | HP1b chromo inh | Tb PGK inh
CN1C(C(=O)Nc2cccc(O)c2)=CC(c2cccs2)=NS1(=O)=O | 6% | 1%&1% | 24%&3% | 4&-1 | -26%&-30% | ? | 4%&-7% | 6%&-1% | -9%&7%
CC(C)CCN1CCN(C2CCN(c3ccccc3)CC2)CC1CCO (stereo unspecified) | -43% | -11% | 23% | 2 | -23% | 0% | 30% | 18% | -5%
O=C(CNCCC1=CCCCC1)Nc1ccccc1N1CCCCCC1 | -40%[12.7 µM] | 1% | -1% | 2 | 56µM* | 56µM* | 5% | -22% | i
CCCn1c(SCC(=O)Nc2cc(C(=O)O)ccc2C)nc2sc3c(c2c1=O)CCC3 | -24%[59 µM] | -2% | -8% | 6 | -30% | -5% | 4% | 23% | -3%
CCOc1cc(/C=N/N2CCN(Cc3ccccc3)CC2)ccc1O | ? | -4% | 10% | 1 | ? | ? | ? | -16% | -10%
Cc1cc(/C=C2\SC(=S)NC2=O)c(C)n1C | 40µM* | ? | . | -18 | 45µM* | 45µM* | 0% | -36% | -5%
CN(Cc1cccc(Cl)c1)C(=O)C1CCN(C(=O)Nc2ccccc2)CC1 | -31% | 2% | 2% | 2 | -10% | 10% | 2% | ? | -2%
O=C(CCC(=O)N1CCCCCC1)NCc1ccc(F)cc1 | 15% | 0% | -12% | -5 | -2% | 6% | -2% | 21% | -4%
Cn1nnnc1SCC(=O)Nc1cc(S(=O)(=O)N2CCCC2)ccc1Cl | -2% | -1% | -2% | -3 | -9% | -1% | 5% | 3% | 7%
COc1ccc(OC)c(NC(=O)N[C@H](Cc2ccccc2)C(=O)NN)c1 | . | 1% | 6% | -3 | -15% | -9% | 6% | 9% | -9%
COc1nsnc1NS(=O)(=O)c1ccc(NC(=S)NC(=O)c2cccnc2)cc1 | . | ? | 2% | 1 | 11µM* | ? | 27% | ? | -3%
CCn1ccnc1CN1CCN(CC=C(C)C)C(CCO)C1 (stereo unspecified) | . | 0% | -6% | 1 | -21% | -1% | -10% | 63%[activator] | .
CCn1c(COc2cccc(OC)c2)nnc1SCC(=O)NCC1CCCO1 (stereo unspecified) | 0% | -7% | 1% | 1 | -7% | -8% | 6% | 10% | i
CN(C)c1ccc(C(=O)OCc2ccccc2)cc1 | 3% | 1% | 9% | 2 | -6%[11.4 µM] | 47%[activator] | 12% | 44%[activator] | -6%
O=C(NCC(c1ccco1)N1CCN(c2ccccc2)CC1)C(=O)NC1CC1 (stereo unspecified) | -43% | 2% | -2% | 7 | -11% | -4% | -2% | 18% | 11%
Cc1cc(NC(=O)C(C)N2C(=O)c3ccccc3S2(=O)=O)no1 (stereo unspecified) | ? | -2% | 16% | 0 | -2% | -15% | 3% | 21% | -7%
CCCCNc1cc(C)nc(N2CCOCC2)n1 | 18% | -6% | -6% | -3 | -8% | 10% | 2% | 40%[activator] | -1%
O=C(NNC(=O)c1ccc(S(=O)(=O)N2CCCCC2)cc1)c1ccccc1 | -2%[59 µM] | -7% | 11% | -1 | 0% | 0% | -7% | 39%[activator] | i
CCNC(=O)COC(=O)/C=C/c1cccc([N+](=O)[O-])c1 | 0% | -20% | -7% | 1 | -12% | -3% | -16% | -2% | -4%
COc1ccc(NC(=O)c2nc(C)c(C3(C)CC(c4ccccc4)=NO3)s2)cc1 (stereo unspecified) | 8%[12.7 µM] | 9% | -3% | 5 | -3% | -1% | 2% | 41%[activator] | 2%
O=c1c2ccccc2nc(SCc2cccc(F)c2)n1C1CCCC1 | 141%[activator][59 µM] | 0% | -2% | 0 | 60%[activator] | 35%[activator] | 6% | 97%[activator] | -1%
O=C(COC(=O)c1ccccc1Nc1ccc(SC(F)F)cc1)NCc1ccco1 | 2%[59 µM] | 0% | -4% | 10 | -2% | 8% | 9% | 20% | 8%
O=C(COC(=O)Cc1ccc(S(=O)(=O)N2CCOCC2)s1)Nc1ccc([N+](=O)[O-])cc1 | -6%[12.7 µM] | 9% | -7% | -5 | -19% | ? | 0% | 3% | -9%
O=c1c(S(=O)(=O)c2ccc(Cl)cc2)cn(Cc2ccccc2F)c2ccc(F)cc12 | -16% | -1% | 5% | 2 | -3% | -7% | -11% | 19% | i
N#Cc1c(NC(=S)NC(=O)c2ccccc2)sc2c1CCC2 | 2.8µM* | 4% | -10% | 1 | 45µM* | -31% | 2% | -3% | -2%
Cc1ccc(SCc2cc(-c3ccc(Cl)cc3)on2)cc1 | 56%[activator][59 µM] | 0% | -4% | 6 | 159%[activator] | 81%[activator] | 1% | 88%[activator] | -3%
COc1ccc(N(CC(=O)Nc2ccccc2C(=O)N2CCOCC2)S(=O)(=O)c2ccc(F)cc2)cc1 | -5%[59 µM] | 2% | -6% | 4 | -25% | -23% | -2% | 4% | 5%

Rows are unselected. About 11% of those tested had a hit in this group.
